RXFP1 ag: RXFP1 (human) receptor agonism | AID 2676 | HEK293T-RXFP1 cAMP TR-FRET, 30 min; response scale: percent of porcine relaxin response, buffer zero | hit rate 0.3% among 370,000 | Potency, µM (titrated, usually from 57.5 µM), without a hit: at the highest dose activation, actives largely listed as activators; note: potency is the fitted concentration of half-maximal effect; % is set by controls: 0 for no effect and ±100 for the full control effect; nearly all actives have a fitted effect of over 60% in size; many of its hits are not listed in these tables
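cAMP rise read by TR-FRET after 30 min, 37C compound exposure (up to 58 uM) in RXFP1-transfected HEK293 cells with Ro 20174 present. EC50 from Hill-equation fits, with 29 nM porcine relaxin as 100% and buffer as basal.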
D1 antagonist: human D1 dopamine receptor antagonism; P21728; HEK293 TREx D1 cells, calcium flux, dopamine EC80; active compounds read low; hit rate 3.2% among 360,000; activity change, negative = inhibition, % at 10 µM; in the data active = activity change below about -30%; note: % is set by controls: 0 for no effect and ±100 for the full control effect
Target sequence (P21728 whole entry, looked up): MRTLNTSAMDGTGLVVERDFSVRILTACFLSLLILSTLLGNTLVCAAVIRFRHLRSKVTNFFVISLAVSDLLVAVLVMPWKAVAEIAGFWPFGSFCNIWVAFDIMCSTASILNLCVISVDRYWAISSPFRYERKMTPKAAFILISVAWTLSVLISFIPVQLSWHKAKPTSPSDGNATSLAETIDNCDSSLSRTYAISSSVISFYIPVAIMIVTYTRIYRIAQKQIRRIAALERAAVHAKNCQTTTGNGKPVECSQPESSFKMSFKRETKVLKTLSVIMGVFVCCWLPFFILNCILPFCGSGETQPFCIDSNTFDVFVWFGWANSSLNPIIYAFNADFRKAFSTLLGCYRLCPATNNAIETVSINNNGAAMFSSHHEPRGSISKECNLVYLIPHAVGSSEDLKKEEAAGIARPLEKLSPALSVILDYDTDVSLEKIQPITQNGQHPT
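Tetracycline-induced HEK293 T-REx cells with force-coupled D1 receptor were loaded with a no-wash calcium dye. Compound was added after a 10 s baseline and read kinetically for 180 s; EC80 dopamine was then added and calcium flux followed another 180 s.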
D1 PAM: human D1 dopamine receptor positive modulation; P21728; HEK293 TREx D1 cells, calcium flux, dopamine EC20 potentiation; potentiation, % at 10 µM; hit rate 0.036% among 360,000; AID 504651; in the data active = potentiation above about 30%; note: 0% is about no effect
D2 potentiator: positively modulates the human D2 dopamine receptor allosterically | P14416 | HEK293 T-REx D2, calcium flux, EC20 dopamine potentiation | potentiation, % at 10 µM | hit rate 0.34% among 340,000 | AID 485347;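 active = potentiation over 3 SD above the plate norm, cut at about 30% in these data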; note: 0% is about no effect
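Primary screen. Calcium kinetics in induced HEK293 T-REx D2 cells: compound pre-addition 180 s, EC20 dopamine, 180 s more.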
Vif-A3F inh: Vif-A3F binding inhibition. AID 602313. hit rate 0.2% among 390,000. Potency, µM (doses to about 46.1 µM), for the others: at the top dose activity, negative = active. HeLa A3F-eYFP + Vif (tagged APOBEC3F with the HIV-1 protein that degrades it), YFP fluorescence increase; note: potency is the fitted concentration of half-maximal effect; % of control where 0% means no effect; nearly all actives have a fitted effect of over 65% in size
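HeLa cells stably expressing A3F-eYFP plus Vif, plated and incubated overnight at 37 deg C, then exposed to compounds overnight at 37 deg C. Blocked degradation read as raised yellow fluorescence (Ex 488/Em 500-530).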
RXFP1 antag: antagonists of human relaxin receptor RXFP1. HEK293-RXFP1, relaxin-stimulated cAMP HTRF, 30 min; active compounds read low. Q9HBX9. hit rate 0.59% among 350,000. activity change, negative = inhibition, % at 57.5 µM;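 active = activity change of -60% or lower, but not beyond a set lower limit; inconclusive = change between -60% and -40%, or beyond the set limit; inactive = change above -40%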; note: % is set by controls: 0 for no effect and ±100 for the full control effect
D1 ag: agonists of human D1 dopamine receptor. activation, % at 2 µM. hit rate 1% among 360,000. HEK293 T-REx D1 cells, calcium flux, agonist mode. P21728; in the data active = activation above about 30%; note: 0% is about no effect
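Tetracycline-induced HEK293 TREx D1 cells, force-coupled to calcium signalling, were dye-loaded with a no-wash calcium kit. Compound was pin-added after a 10 s baseline. Fluorescence was read kinetically at 1 cycle/s for 180 s, with calcium rises flagged as agonism.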
Vif-APOBEC3G blk: inhibitors of Vif-APOBEC3G interaction. hit rate 0.076% among 410,000. Q9HC16. AID 602310. Potency, µM (highest dose often 46.1 µM), without a hit: at the top dose activity, negative = active, actives largely listed as inhibitors. HeLa A3G-eYFP + Vif (tagged APOBEC3G with the HIV-1 protein that degrades it), YFP fluorescence, overnight;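 note: potency is the fitted concentration of half-maximal effect; % is set by controls: 0 for no effect and ±100 for the full control effect; nearly all actives have a fitted effect of over 60% in size; hits raise eYFP signal because A3G escapes Vif-driven loss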
Target sequence (Q9HC16 whole entry, looked up): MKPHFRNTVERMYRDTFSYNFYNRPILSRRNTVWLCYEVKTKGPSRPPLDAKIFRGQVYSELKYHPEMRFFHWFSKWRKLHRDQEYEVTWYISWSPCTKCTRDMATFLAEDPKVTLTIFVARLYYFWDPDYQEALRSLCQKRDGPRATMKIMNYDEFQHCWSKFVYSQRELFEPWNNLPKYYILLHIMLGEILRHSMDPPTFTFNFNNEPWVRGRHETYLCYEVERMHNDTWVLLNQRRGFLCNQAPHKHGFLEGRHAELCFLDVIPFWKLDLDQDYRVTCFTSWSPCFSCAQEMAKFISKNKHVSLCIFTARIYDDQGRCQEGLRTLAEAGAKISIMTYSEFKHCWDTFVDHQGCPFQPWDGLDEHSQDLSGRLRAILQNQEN
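HeLa cells stably expressing Vif and C-terminally eYFP-tagged A3G, seeded overnight at 37 deg C, then exposed to compound by pintool overnight at 37 deg C. Rise in yellow fluorescence (Ex 488/Em 500-530, Acumen) marks blocked Vif-driven A3G degradation.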
Glioma ERSR ind: induces the endoplasmic reticulum stress response in human glioma cells | U87-MG GRP78 promoter luciferase reporter, 16 h | Potency, µM, for inactives: at the highest dose activation, most hits filed as activators | hit rate 0.02% among 420,000 | AID 602332; note: potency is the fitted concentration of half-maximal effect; series mostly up to about 76 µM; % of control where 0% means no effect; nearly all actives have a fitted effect of over 35% in size
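Stably transfected U87-MG glioma cells carrying a GRP78-based luciferase sensor; 16 h compound incubation. Luminescence end-point read 10 min after Bright-Glo addition at room temperature.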
The depositor's hits bear a star; ? = inconclusive; · = not tested or not shown. Unless noted, calls come from the whole dose curve; as a rule, active = well fitted curve in the direction sought with a large enough effect; inconclusive = small, poorly fitted or top-dose-only effect, or another doubt; inactive = no such curve, though single readings can be large; an effect the other way counts as inactive or inconclusive.

Value order – D1 antagonist	Glioma ERSR ind	RXFP1 antag	D2 potentiator	D1 ag	RXFP1 ag	D1 PAM	Vif-APOBEC3G blk	Vif-A3F inh
1	COc1ccc(C(=O)/C=C/c2ccccc2F)c(OC(=O)c2ccc([N+](=O)[O-])cc2)c1
    -20.9	-0.9%	0.7	-1.6	2.0	1.8%	-3.7	-26.3%	9.9%
2	COc1ccc(C(CC(=O)N2CCOCC2)C(C)C)cc1 (configuration not stated)
    14.9	0.2%	-7.3	-14.7	0.0	-2.5%	9.3	-1.1%	-9.6%
3	CC1CCN(S(=O)(=O)c2ccc(NC(=O)C3CCCCC3C(=O)O)cc2)CC1 (configuration not stated)
    ·	-5.9%	-16.1	·	·	·	·	4.5%	2.9%
4	CC1CCN(S(=O)(=O)c2ccc3[nH]cc(C(=O)NCCN4CCOCC4)c(=O)c3c2)CC1
    -19.7	-1.8%	10.1	-1.3	0.4	-0.1%	-0.2	0.0%	7.6%
5	O=C(CN(Cc1ccco1)C(=O)CNS(=O)(=O)c1ccccc1)NCc1ccccc1
    -4.1	-3.3%	-0.9	·	-0.9	-2.0%	-0.1	-3.6%	0.1%
6	Cn1cc(/C=C/C(=O)N2CCCC(C(=O)c3ccc(C(F)(F)F)cc3)C2)cn1 (configuration not stated)
    -10.0	-1.0%	-2.2	-16.6	-0.4	-0.2%	-2.5	4.9%	6.5%
7	C=C(C)Cn1c(-c2ccccc2)nc2ccccc21
    3.8	-3.2%	6.0	-3.1	0.8	-0.6%	1.9	-1.1%	-3.3%
8	Cc1nc(NCc2ccccc2)[nH]c(=O)c1CCC(C)C
    1.0	-5.8%	-0.6	-7.1	24.2	0.8%	-3.1	-1.8%	0.0%
9	COc1ccc(NC2=NCC(=O)N2c2ccccc2F)c(OC)c1
    4.0	-1.0%	-4.3	5.4	5.4	-0.5%	-3.3	3.7%	3.7%
10	O=c1cc(CO)occ1OCc1cccc(C(F)(F)F)c1
    1.6	3.3%	-9.3	-1.8	3.1	0.5%	-4.7	0.0%	-2.6%

(continued)
Value order – D1 antagonist	Glioma ERSR ind	RXFP1 antag	D2 potentiator	D1 ag	RXFP1 ag	D1 PAM	Vif-APOBEC3G blk	Vif-A3F inh
11	COc1ccc(NC(=O)Cc2ccc(Cl)c(Cl)c2)cn1
    -17.8	-0.2%	3.0	2.5	11.4	0.8%	-10.3	-1.5%	-4.2%
12	COc1ccc(CNc2oc(COc3ccccc3Cl)nc2C#N)cc1
    -6.5	-1.7%	-7.7	-1.8	4.6	1.5%	-0.6	-2.3%	3.2%
13	CCOc1ccc(-c2noc(COC)n2)cc1OC
    5.2	-2.7%	-6.9	1.4	0.1	0.0%	-1.4	-0.7%	1.8%
14	Cc1ccc(-n2ncc3c(NNC(=O)Cc4ccccc4)ncnc32)cc1
    -18.9	1.2%	-10.9	-7.5	-1.7	-2.0%	-1.3	-8.3%	0.8%
15	CCOc1ccc(NC(=O)CSc2nccn2C)cc1
    6.3	0.5%	8.3	-10.5	0.3	1.9%	-5.5	0.6%	-2.9%
16	COc1ccc(C(=O)Oc2cccnc2)cc1OC
    -6.3	-6.1%	-3.5	-0.8	1.6	-2.0%	8.6	1.8%	3.5%
17	Cc1ccc(OCC(=O)N2c3ccccc3CC2C)c([N+](=O)[O-])n1 (configuration not stated)
    -20.1	-1.8%	6.9	-4.3	1.2	0.4%	-3.5	0.7%	1.4%
18	O=C(Nc1ccc2c(c1)CCC2)c1ccc(Br)s1
    -17.8	-5.0%	-34.7	8.6	7.0	-0.8%	-4.0	-1.2%	-21.6%
19	COc1ccc(-c2cc(C(=O)Nc3cc(C)on3)c3ccccc3n2)c(OC)c1
    0.9	-1.7%	-25.9	-6.4	3.9	1.1%	2.5	-1.3%	3.6%
20	CCOC(=O)N1CCN(C(=O)/C(=C/c2ccccc2OC)NC(=O)c2ccccc2)CC1
    -2.8	-2.7%	-4.3	-0.9	0.9	0.0%	-21.2	-0.7%	2.0%

8 entries from above, ordered by count of non-hydrogen atoms, high to low:
Value order – D1 antagonist	Glioma ERSR ind	RXFP1 antag	D2 potentiator	D1 ag	RXFP1 ag	D1 PAM	Vif-APOBEC3G blk	Vif-A3F inh
20	CCOC(=O)N1CCN(C(=O)/C(=C/c2ccccc2OC)NC(=O)c2ccccc2)CC1
    -2.8	-2.7%	-4.3	-0.9	0.9	0.0%	-21.2	-0.7%	2.0%
14	Cc1ccc(-n2ncc3c(NNC(=O)Cc4ccccc4)ncnc32)cc1
    -18.9	1.2%	-10.9	-7.5	-1.7	-2.0%	-1.3	-8.3%	0.8%
12	COc1ccc(CNc2oc(COc3ccccc3Cl)nc2C#N)cc1
    -6.5	-1.7%	-7.7	-1.8	4.6	1.5%	-0.6	-2.3%	3.2%
17	Cc1ccc(OCC(=O)N2c3ccccc3CC2C)c([N+](=O)[O-])n1 (configuration not stated)
    -20.1	-1.8%	6.9	-4.3	1.2	0.4%	-3.5	0.7%	1.4%
10	O=c1cc(CO)occ1OCc1cccc(C(F)(F)F)c1
    1.6	3.3%	-9.3	-1.8	3.1	0.5%	-4.7	0.0%	-2.6%
11	COc1ccc(NC(=O)Cc2ccc(Cl)c(Cl)c2)cn1
    -17.8	-0.2%	3.0	2.5	11.4	0.8%	-10.3	-1.5%	-4.2%
13	CCOc1ccc(-c2noc(COC)n2)cc1OC
    5.2	-2.7%	-6.9	1.4	0.1	0.0%	-1.4	-0.7%	1.8%
18	O=C(Nc1ccc2c(c1)CCC2)c1ccc(Br)s1
    -17.8	-5.0%	-34.7	8.6	7.0	-0.8%	-4.0	-1.2%	-21.6%

Other structures
Value order – D1 antagonist	Glioma ERSR ind	RXFP1 antag	D2 potentiator	D1 ag	RXFP1 ag	D1 PAM	Vif-APOBEC3G blk	Vif-A3F inh
21	CCN(C(=O)c1ccc2c(c1)OCO2)C12CC3CC(CC(C3)C1)C2
    ·	0.0%	-13.8	·	·	·	·	-0.3%	-3.9%
22	CCOC(=O)c1c(C)oc2ccc(OCC(=O)N(CC)CC)cc12
    2.3	-4.0%	0.4	3.8	-3.6	1.3%	6.5	0.6%	7.3%
23	FC(F)(F)c1cccc(CN2CCN(c3ncccn3)CC2)c1
    ·	-2.7%	7.1	·	·	·	·	5.7%	-0.2%
24	COc1ccc(-c2coc3cc4oc(=O)c(CC(=O)O)c(C)c4cc23)cc1
    16.9	3.5%	4.9	-8.6	2.0	-0.3%	1.9	0.6%	3.0%
25	COCCOCCOCCC(=O)NC1CC2CCC1(C)C2(C)C (configuration not stated)
    8.3	-7.3%	2.4	-10.0	5.0	-0.5%	-0.2	-0.9%	2.5%
26	COc1ccc(-c2csc(NC(=O)c3cc(C)oc3C)n2)cc1OC
    11.4	1.1%	-6.5	-0.8	-1.2	-0.4%	-0.8	-0.7%	0.9%
27	COc1cccc(COc2nc3c(c(=O)n(C)c(=O)n3C)n2C)c1
    -2.8	-3.4%	-1.0	·	1.6	1.5%	0.1	0.3%	7.6%
28	Oc1ccc(Br)cc1/C=N/n1c(COc2ccccc2)n[nH]c1=S
    -14.7	-0.2%	-3.1	-2.3	2.0	1.2%	-5.7	-4.1%	2.6%
29	COc1ccc(CCNC(=O)CCCC(=O)n2nc(C)c3ccccc32)cc1OC
    -15.3	2.2%	1.5	-5.2	1.7	2.6%	-2.4	1.2%	1.3%
30	COc1ccc(NC(=O)CNCCC2=CCCCC2)cc1
    -13.8	-1.6%	-4.4	-4.8	1.8	-0.7%	-4.9	-0.3%	-4.2%

Following part.
Value order – D1 antagonist	Glioma ERSR ind	RXFP1 antag	D2 potentiator	D1 ag	RXFP1 ag	D1 PAM	Vif-APOBEC3G blk	Vif-A3F inh
31	O=S(=O)(NCCOCCNS(=O)(=O)c1ccccc1)c1ccccc1
    -24.6	-2.3%	-2.4	3.1	15.2	-1.1%	-7.8	2.3%	8.6%
32	CC(C)N(Cc1nc(-c2ccccc2)no1)C(=O)c1ccc(Br)o1
    0.7	1.0%	3.4	29.2	3.5	-0.8%	0.6	2.0%	-1.5%
33	Cc1ccccc1Nc1nc(N)nc(CSc2ccc(F)cc2)n1
    -11.1	-3.2%	0.4	2.8	0.7	0.5%	-2.8	-2.0%	-4.4%
34	CCC(=O)N1CCc2cc(Br)cc(S(=O)(=O)N(CC)Cc3ccccc3)c21
    6.3	-4.1%	·	5.2	12.4	2.3%	1.4	-1.5%	-3.3%
35	Cc1cccc(N/C=C/C(=O)c2ccc(Cl)cc2)c1
    2.5	6.7%	-10.3	-3.3	1.5	-3.7%	-4.3	5.2%	-0.3%
36	CCOC(=O)Nc1ccc(Oc2ccccc2)cc1
    -22.9	13.8%	-16.2	-4.8	3.5	0.8%	-3.0	-6.5%	-4.5%
37	O=C(CN1CCCc2ccccc21)NCCc1ccc(F)cc1
    -17.0	0.7%	-5.4	12.3	1.4	1.8%	-2.5	-1.5%	-3.0%
38	OC1CCCN(C(=S)Nc2ccc(SC(F)F)cc2)C1 (configuration not stated)
    -24.1	0.0%	5.0	-5.1	1.8	1.2%	-4.3	0.7%	1.0%
39	Brc1ccc(-c2ncc(-c3ccccc3)cn2)cc1
    27.4	4.4%	-12.4	16.8	-0.5	0.5%	3.3	-0.4%	0.5%
40	CCN(CC)S(=O)(=O)c1cc(NC(=O)c2n[nH]c(=O)c3ccccc23)ccc1C
    -14.1	-0.1%	-4.7	9.6	3.1	1.6%	4.5	4.9%	1.7%

More compounds follow:
Value order – D1 antagonist	Glioma ERSR ind	RXFP1 antag	D2 potentiator	D1 ag	RXFP1 ag	D1 PAM	Vif-APOBEC3G blk	Vif-A3F inh
41	COc1ccc(C(=O)Nc2cccc(C(=O)OCc3cc(=O)n4nc(C5CC5)sc4n3)c2)cc1
    -0.8	-2.0%	-6.8	16.7	4.2	?	0.3	-2.3%	0.0%
42	CC1CCN(C(=O)CN(Cc2ccc(Cl)cc2)S(C)(=O)=O)CC1
    -11.0	-3.2%	8.3	-0.7	1.4	0.2%	-5.5	3.2%	0.0%
43	O=C(Oc1ccc2c3c(c(=O)oc2c1)CCCC3)c1cccs1
    -12.0	-3.3%	-6.4	4.0	2.0	3.9%	-9.0	-4.5%	0.2%
44	Cc1cc(CNC(=O)C(C)n2nc(C)c([N+](=O)[O-])c2C)c2ccccc2n1 (configuration not stated)
    -11.1	3.4%	15.5	6.7	4.4	9.7%	-3.5	3.9%	0.8%

Not all compounds are listed. The share of hits here may be higher or lower than overall.
